# Bioassay records: PubChem BioAssay, The Scripps Research Institute Molecular Screening Center
# TAAR1 ag = human TAAR1 agonists, primary screen, Fluo-8 calcium fluorescence, CHO RD-HGA16 cells. Trace amine-associated receptor 1 (Homo sapiens), Q96RJ0. activation, % at 3 µM. 360,000 compounds, 0.99% hits. vehicle wells 0%, saturating PEA agonist 100%;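 active = activation above the mean activation of all test compounds in the run plus 3 SD, cut at about 38% in these data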
#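 System: CHO-derived RD-HGA16 cells with stable Gα16 and human TAAR1 / Times: 17-24 h plating, Fluo-8 75 min 37 °C, 30 min RT / Technique: calcium-sensitive Fluo-8 signal, excitation 470-495, emission 515-575 nm / Measure: % activation relative to PEA EC100 response / Benchmarks: DMSO and PEA EC100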
# OXTR ag = human OXTR agonists, primary screen, fluorescence, CHO-OTR cells, Fluo-8 calcium; Oxytocin receptor (Homo sapiens), P30559; Fluo-8 calcium fluorescence; normalized: DMSO 0%, oxytocin 100%; activation, % at 3 µM; 320,000 compounds, 0.32% hits;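 active = activation above the mean of all tested compounds plus 3 SD, cutoff set per screening run, cut at about 20% in these data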;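 also: peak over basal fluorescence ratio from a 100 s FLIPR kinetic read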
# M1 antag = human M1 muscarinic receptor antagonists, primary screen, CHO-K1 cells, Fluo-8 calcium fluorescence, 1536-well | Muscarinic acetylcholine receptor M1 (Homo sapiens), P11229 | inhibition, % at 3 µM | CHO-K1 hM1, ACh EC80 antagonist | 360,000 compounds, 1.3% hits | AID 588852, 2011;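 active = percent inhibition above its own plate's cutoff, namely the mean of that plate's compound wells plus 3 SD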;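 also: peak over basal fluorescence ratio during 140 s after agonist addition; 0% = ACh EC80 plus DMSO and 100% = DMSO alone without agonist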
# Target sequence (P11229 whole entry, looked up): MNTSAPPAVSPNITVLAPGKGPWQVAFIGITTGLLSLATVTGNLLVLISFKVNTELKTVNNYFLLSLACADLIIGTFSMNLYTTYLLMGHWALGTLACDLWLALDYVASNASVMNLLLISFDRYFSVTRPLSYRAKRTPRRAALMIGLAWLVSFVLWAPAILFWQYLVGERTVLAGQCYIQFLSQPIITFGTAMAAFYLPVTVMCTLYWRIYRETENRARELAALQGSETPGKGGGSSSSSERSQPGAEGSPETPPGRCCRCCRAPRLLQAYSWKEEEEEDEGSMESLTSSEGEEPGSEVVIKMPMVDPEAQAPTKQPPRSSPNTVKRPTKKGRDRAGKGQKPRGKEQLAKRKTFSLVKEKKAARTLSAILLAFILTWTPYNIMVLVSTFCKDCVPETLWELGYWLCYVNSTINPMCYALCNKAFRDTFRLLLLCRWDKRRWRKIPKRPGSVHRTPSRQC
# M1 PAM = human M1 muscarinic receptor positive allosteric modulators, primary screen, CHO-K1 cells, Fluo-8 calcium fluorescence, 1536-well; activation, % at 3 µM; Muscarinic acetylcholine receptor M1 (Homo sapiens), P11229; 360,000 compounds, 0.088% hits; CHO-K1 hM1, ACh EC20; 0% = ACh EC20, 100% = maximal ACh; in the data active = activation above about 19%, passing the limit was not always enough
# CHO parental Ca = ATP-evoked calcium signal inhibitors, parental CHO, primary screen, counter-screen for OX1R antagonist project, cell-based, fluorescence, Fluo-8 calcium dye. parental CHO-K1, ATP-induced calcium, Fluo-8 fluorescence. inhibition, % at 5.6 µM. 330,000 compounds, 0.63% hits. AID 463079, 2010;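 active = inhibition above that plate's mean sample inhibition plus 3 SD, cut at about 26% in these data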;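 also: 0% = ATP-challenged DMSO wells and 100% = DMSO wells without ATP; some compounds past the cut are filed as inactive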
#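 Material: Parental CHO cells | Reagent: ATP | Compound dosing: Single nominal dose of 5.6 µM per compound | Detection: Intracellular calcium via Fluo-8 no-wash fluorescent dye | Read-out: % inhibition of ATP-induced calcium mobilization | Benchmarks: Low control ATP plus DMSO, high control DMSO only | Replicates: Singlicate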
# OXTR potentiator = human OXTR potentiators, primary screen, fluorescence, CHO-OTR cells, Fluo-8 calcium; Oxytocin receptor (Homo sapiens), P30559; Fluo-8 calcium fluorescence, potentiator mode; 0% = oxytocin EC15, 100% = EC100; activation, % at 3 µM; 320,000 compounds, 0.061% hits; AID 2445, 2010;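 active = activation above that plate's cutoff, the mean activation of tested compounds plus 3 SD, cut at about 6.6% in these data, passing the limit was not always enough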;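 also: 100% uses oxytocin at 75 nM as the full agonist control; some results filed as inactive read as strong as hits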
#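 test system = CHO-OTR cells, human receptor | compound = single-point 3.0 µM | schedule = 6 min compound pre-incubation at room temperature, 100 s kinetic read | signal = Fluo-8 no-wash calcium dye fluorescence, excitation 470-495 nm, emission 515-575 nm | repeats = single well per compound, singlicate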
# TAAR1 antagonist = human TAAR1 antagonists, primary screen, Fluo-8 calcium fluorescence, CHO RD-HGA16 cells | antagonist | inhibition, % at 3 µM | AID 624466, 2012 | 360,000 compounds, 1.5% hits | Trace amine-associated receptor 1 (Homo sapiens), Q96RJ0;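 active = inhibition above a per-plate cutoff, the mean inhibition of test compounds on that plate plus 3 SD, cut at about 49% in these data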;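 also: 0% = DMSO plus EC80 beta-PEA response and 100% = DMSO alone without agonist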
#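 Test system – hTAAR1-expressing CHO RD-HGA16 cells, Gα16-coupled · Reagent – β-PEA at EC80 concentration, post-compound challenge · Compound dosing – 3 µM, single point · Timing – 140 s kinetic read after compound, 140 s after agonist · Detection – Fluo-8 intracellular calcium dye fluorescence, real-time kinetic reads · Control set – DMSO and EC80 PEA controls · Repeats – n of 1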
# CHRM1 agonist = human M1 muscarinic receptor agonists, primary screen, Fluo-8 calcium fluorescence, CHO-K1 cells, HTS. activation, % at 3 µM. CHO-K1 hM1, agonist mode; 0% DMSO, 100% acetylcholine EC100. 360,000 compounds, 0.33% hits. AID 588814, 2011. Muscarinic acetylcholine receptor M1 (Homo sapiens), P11229;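 active = activation above the run's mean compound activation plus 3 SD, cut at about 16% in these data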;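 also: peak over basal fluorescence ratio within a 140 s kinetic read after compound addition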
# V1aR counter = agonists of human V1a receptor, primary screen, counter-screen for OXTR agonist project, fluorescence, CHO-V1R cells; Fluo-8 calcium fluorescence, agonist mode; 0% DMSO, 100% 3 nM vasopressin; Vasopressin V1a receptor (Homo sapiens), P37288; 320,000 compounds, 0.25% hits; activation, % at 3 µM; AID 2797, 2010;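 active = activation above the mean activation of all tested compounds plus 3 SD, per screening run, cut at about 20% in these data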;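 also: signal is peak over basal fluorescence ratio across a 100 second FLIPR read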
# Target sequence (P37288 whole entry, looked up): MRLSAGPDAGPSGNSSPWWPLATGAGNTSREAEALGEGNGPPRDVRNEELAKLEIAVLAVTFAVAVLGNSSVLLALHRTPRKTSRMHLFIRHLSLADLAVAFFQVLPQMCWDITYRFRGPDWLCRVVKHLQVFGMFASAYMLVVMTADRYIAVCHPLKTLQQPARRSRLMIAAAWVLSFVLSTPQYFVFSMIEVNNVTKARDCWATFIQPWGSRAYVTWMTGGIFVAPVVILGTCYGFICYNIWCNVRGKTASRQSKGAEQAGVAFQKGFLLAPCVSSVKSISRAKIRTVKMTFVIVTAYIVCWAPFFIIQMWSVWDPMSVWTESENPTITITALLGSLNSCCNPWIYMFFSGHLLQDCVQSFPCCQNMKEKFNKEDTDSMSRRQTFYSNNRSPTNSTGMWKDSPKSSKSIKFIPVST
# Active calls of the source: *; x = no result given.
SMILES,TAAR1 ag,OXTR ag,M1 antag,M1 PAM,CHO parental Ca,OXTR potentiator,TAAR1 antagonist,CHRM1 agonist,V1aR counter
O=C(c1cccc(F)c1)N(Cc1nc2ccccc2c(=O)[nH]1)C1CCCC1,0,-2.5,-5,3,-20,1,1,-4,-0.2
COc1cc(SC)ccc1C(=O)NCCc1c[nH]c2ccccc12,2,0.2,-4,1,-14,-19,29,-2,4.3
CCC(=O)N1CCN(c2ccc(NC(=O)COc3cccc(C)c3C)cc2)CC1,14,10,16,-9,-11,-12,23,-5,11
O=C(Nc1ccccc1-c1ccccc1)c1cccc([N+](=O)[O-])c1,6,-0.9,-1,3,-8,3,8,-4,-0.6
CN(CC(=O)Nc1ccc(Cl)cc1)C(=O)C1=COCCO1,2,0.2,-11,6,-3,-4,2,-1,0.2
Cc1ccc(C2NC(=O)c3ccccc3N2)s1 (stereo not drawn),11,-1.3,-6,4,-2,-1,24,-1,0.4
COc1ccccc1CNC(=O)CCCc1nnc2n(C)c(=O)c3sccc3n12,3,-1.0,-9,9,-4,-10,-18,-4,0.0
CCOc1[nH]n(-c2ccccc2)c(=O)c1C=Nc1ccc(C(=O)OC)cc1,10,0.5,-5,6,-10,-5,-20,-9,0.0
CCc1nc2ccccc2c(=O)n1NCCc1ccccc1,-1,-2.3,-7,2,-16,-5,-4,-5,0.5
CC1CC(C)(C)Nc2ccc(N=O)cc21 (stereo not drawn),-1,x,4,1,x,x,-3,-4,x
Cc1cccc(NC2=NC(C)(C)N=C(N)N2)c1,3,0.7,0,-2,24,7,6,-9,0.4
CN(C)C(=O)c1ccc(Cc2cn(C)c3ccccc23)nc1,2,x,-20,14,x,x,-11,0,x
Cc1nn(C)c(C)c1NS(=O)(=O)c1ccc(Cl)s1,1,4.2,0,0,3,-3,7,0,3.6
COc1ccc2nc3n(c(=O)c2c1)-c1ccc(Cl)cc1C(=O)NC3Cc1ccccc1 (stereo not drawn),5,-0.8,x,x,-28,4,25,x,-0.1
O=C(CSc1nnc(NC(=O)c2ccco2)s1)Nc1ccccc1Cl,8,0.2,-22,16,-3,4,-17,-3,1.1
CCOC(=O)c1c[nH]c2ccc3ccccc3c2c1=O,21,-0.4,-6,5,-14,-12,-17,-2,0.0
CCN(CC)c1nc2cc(OC)ccc2cc1C#N,4,-1.5,-33,3,-8,2,7,-5,0.0
COc1ccc(Cl)cc1-n1c(=S)sc2c(=O)[nH]c(SCC(=O)C(C)(C)C)nc21,-3,-0.7,-12,6,-21,-5,-44,1,0.4
Cc1cccc(NC(=O)CSc2nc3ccccc3nc2N2CCCCC2)c1,-1,-0.3,-5,6,13,-1,20,0,-0.3
CC(NC(=O)CN(c1cccc(C(F)(F)F)c1)S(=O)(=O)c1ccc(Cl)c([N+](=O)[O-])c1)c1ccccc1 (stereo not drawn),-1,-0.1,13,-12,36*,-9,16,-6,1.0
Cc1ccc(-n2c(=S)[nH]c3[nH]ncc3c2=O)cc1,1,0.3,1,4,3,-5,1,-10,-0.3
O=C(NCN1CCN(c2ccccc2F)CC1)c1ccccc1,1,1.2,-2,10,2,0,4,-6,0.1
Cc1ccc(S(=O)(=O)N(Cc2ccc(Cl)cc2)c2ccccc2C(=O)NCc2cccnc2)cc1,8,-2.5,8,-7,-25,-7,7,-8,-0.8
O=C(CSc1ncccn1)Nc1ccccc1,2,0.8,2,2,3,7,2,-2,0.7
O=C1C2C3CCC(C3NCc3ccccc3)C2C(=O)N1Cc1ccccc1 (stereo not drawn),6,-1.7,12,-5,-28,0,55*,-4,-0.5

# Compound profiles, as listed above. Order of values: TAAR1 ag | OXTR ag | M1 antag | M1 PAM | CHO parental Ca | OXTR potentiator | TAAR1 antagonist | CHRM1 agonist | V1aR counter
# Results for O=C(NCN1CCN(c2ccccc2F)CC1)c1ccccc1 : 1 | 1.2 | -2 | 10 | 2 | 0 | 4 | -6 | 0.1
# Results for O=C(CSc1ncccn1)Nc1ccccc1 : 2 | 0.8 | 2 | 2 | 3 | 7 | 2 | -2 | 0.7
# Results for O=C(CSc1nnc(NC(=O)c2ccco2)s1)Nc1ccccc1Cl : 8 | 0.2 | -22 | 16 | -3 | 4 | -17 | -3 | 1.1

# (list continues)
SMILES,TAAR1 ag,OXTR ag,M1 antag,M1 PAM,CHO parental Ca,OXTR potentiator,TAAR1 antagonist,CHRM1 agonist,V1aR counter
O=C(CCSc1nc(-c2ccccc2)c(-c2ccccc2)o1)N1CCCCC1,5,x,15,-22,x,x,40,-8,x
CCCCn1ccnc1C(=O)c1ccc(S(=O)(=O)N(CCOC)CCOC)cc1,1,0.4,-19,3,-18,-10,-3,-2,0.7
NCc1csc(NC(=O)Nc2cccc(Cl)c2)n1,12,x,-1,-4,x,x,-15,-4,x
CC(=O)Nc1ccc(S(=O)(=O)N=S(C)C)cc1,10,-0.1,-12,-2,-8,-8,-14,-2,0.1
COc1ccccc1NC(=O)Nc1sccc1-c1nc2ccccc2s1,6,0.5,4,1,-43,-3,10,-2,2.3
N#CC1=C(SCC(=O)Nc2cccc3cccnc23)NC(=O)C(C#N)C12CCCCC2 (stereo not drawn),12,8.6,13,-11,-9,-12,30,1,4.2
CCCC(=O)NC(c1ccc(OC)c(OC)c1)c1c(O)ccc2ccccc12 (stereo not drawn),13,2.3,-8,10,-18,0,9,-3,0.4
Cc1ccccc1OCC(=O)N/N=C/c1cn(C)c2ccccc12,3,-1.1,-7,7,-1,-13,3,-3,1.0
CCN(CC)CCCNC(=O)CSc1nc(-c2cccs2)cc(C(F)(F)F)n1,2,0.5,-4,3,-10,0,7,-8,0.6
Cn1cc(-c2ccccc2)cc(C#N)c1=O,3,0.4,3,-8,3,-6,-20,1,0.5
CC(=O)Nc1ccc(SC(C)C(=O)NC2CCCC2)cc1 (stereo not drawn),1,1.0,-11,16,-3,4,-14,-1,1.0
O=C(CCC(=O)c1cccs1)NC(c1ccccc1)c1ccccc1,4,-2.5,-1,-3,-32,-11,-7,-2,-0.7
COc1cc(C=O)ccc1OCCSc1ccc(Cl)cc1,9,-0.6,-5,3,-12,-5,27,-6,0.2
Cn1c(=O)n(Cc2ccccc2)c(=O)c2c1nc1n2CCCN1Cc1ccccc1,-1,0.8,-8,1,-3,-3,3,-4,0.9
COc1cccc(CNc2ccc(S(N)(=O)=O)cc2)c1OCc1ccccc1F,4,2.8,13,-10,-8,-8,15,-2,2.8
CCOC(=O)N1CCN(C(=O)CSc2ccc3nnc(-c4ccccn4)n3n2)CC1,0,-0.1,-1,0,-9,-12,-18,-5,0.0
CC(C)c1ccc(OCC(=O)NC(Cc2c[nH]c3ccccc23)C(=O)O)cc1 (stereo not drawn),5,0.3,-5,6,-13,-2,-2,-5,-0.7
CCC(CC)c1nnc(NC(=O)CN2C(=O)C3C4C=CC(C4)C3C2=O)s1 (stereo not drawn),7,0.6,-14,13,-8,-2,0,-3,0.4
COc1ccc(CNC(=O)[C@@H]2CC=C[C@@H]3CCN(Cc4ccccc4)C(=O)[C@@H]32)cc1,5,-0.5,-9,3,-16,-4,2,-7,-0.8
COc1cc(OC)c(NC(=S)NCc2ccc(F)cc2)cc1Cl,14,4.5,0,3,-13,-23,8,-1,4.2
CCOc1ccc(CC(=O)NNC(=S)NC)cc1Br,-1,-0.5,-9,9,-12,1,-10,-3,-0.6
CS(=O)(=O)N1CC2CCCN2c2ccc(C(F)(F)F)cc21 (stereo not drawn),4,0.3,-1,0,-14,0,9,-6,1.3
O=C(CN1C(=O)S/C(=C/c2ccncc2)C1=O)Nc1ccccc1,3,3.8,10,-6,-2,-10,-2,2,7.2
Cc1occc1C(=O)N(C)CC1CCCN(CCc2ccc(Cl)cc2)C1 (stereo not drawn),-1,x,11,-13,x,x,-6,-9,x
CNC(=O)Cn1ncc2c(C)n(Cc3ccc(C)cc3)c(C)c2c1=O,-2,0.1,0,5,0,-8,-16,0,-0.6
# Carrying on:
SMILES,TAAR1 ag,OXTR ag,M1 antag,M1 PAM,CHO parental Ca,OXTR potentiator,TAAR1 antagonist,CHRM1 agonist,V1aR counter
O=C(CSCc1ccccc1)N1CCN(c2ccccc2)CC1,6,-1.3,-7,8,-11,-7,4,-5,1.4
C[C@@H]1CN([C@@H](C)CO)C(=O)CCCn2nncc2CO[C@H]1CN(C)C(=O)Cc1ccccc1,0,x,-5,3,x,x,1,-4,x
COc1ccccc1C(=O)NCCC(=O)N1CCCCCCC1,2,0.6,1,9,-10,-5,-18,1,0.0
CC(C)CNC(=O)C1CCN(S(=O)(=O)c2ccc3c(c2)OCCO3)CC1,2,-0.7,-17,11,-14,-3,-8,-1,0.3
C[C@H]1CN([C@@H](C)CO)C(=O)CCCn2nncc2CO[C@H]1CN(C)S(=O)(=O)c1ccc2c(c1)OCCCO2,-1,x,-4,11,x,x,-8,0,x
O=C(O)c1ccc(/C=N/NC(=O)c2cc3ccccc3cc2O)cc1,2,1.1,-8,8,-5,-8,2,-3,0.1
Cn1c(C(=O)N2CCN(c3ccccc3)CC2)cc2cc(Cl)ccc21,0,-0.3,-6,5,-5,-7,-9,-5,-0.1
O=C(NCc1ccc(F)cc1)C1CCCN(C(=O)NCc2ccccc2)C1 (stereo not drawn),1,0.7,9,-4,0,-6,-12,-4,0.2
O=C(COc1ccccc1[N+](=O)[O-])N1CCN(c2ccccn2)CC1,2,-0.7,-1,1,4,-5,-32,-7,-0.4
Cc1ccc(-c2noc(CNC(=O)c3ccc4c(c3)OCO4)n2)cc1,-3,3.7,-18,16,1,-9,-8,0,3.4
COc1ccc(-c2cc(=O)c3cc(OC)ccc3o2)cc1,1,0.6,-3,-2,-5,-7,-3,-2,1.4
Cc1cc(C)n2nc(-c3sccc3-n3cccc3)cc2n1,1,-2.7,0,-4,-34,-1,-3,-6,-1.5
CC1(C)NC(=O)N(CC(=O)OCC(=O)NC(=O)c2ccccc2)C1=O,2,2.2,-5,5,16,3,9,-2,-0.5
